# Screening results as filed in PubChem.
# N370S GC mod: inhibits or activates N370S mutant glucocerebrosidase. P04062. N370S GC spleen homogenate, 4MU-glucoside fluorescence. Potency, µM (doses to about 59.4 µM), for inactives: top-dose activity change, negative = inhibition, actives largely listed as inhibitors. hit rate 0.092% among 330,000;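 also: 0% = full enzyme activity and -100% = no enzyme basal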
# FEN1 inh: blocks human flap endonuclease 1 | Recombinant FEN1 flap cleavage, fluorescence, 15 min | Potency, µM (series often up to 114 µM), inactives show at the top dose activity change, negative = inhibition, most hits filed as inhibitors | hit rate 0.35% among 390,000 | AID 588795; also: nearly all actives have a fitted effect of over 65% in size
# Target sequence (P39748 whole entry, looked up): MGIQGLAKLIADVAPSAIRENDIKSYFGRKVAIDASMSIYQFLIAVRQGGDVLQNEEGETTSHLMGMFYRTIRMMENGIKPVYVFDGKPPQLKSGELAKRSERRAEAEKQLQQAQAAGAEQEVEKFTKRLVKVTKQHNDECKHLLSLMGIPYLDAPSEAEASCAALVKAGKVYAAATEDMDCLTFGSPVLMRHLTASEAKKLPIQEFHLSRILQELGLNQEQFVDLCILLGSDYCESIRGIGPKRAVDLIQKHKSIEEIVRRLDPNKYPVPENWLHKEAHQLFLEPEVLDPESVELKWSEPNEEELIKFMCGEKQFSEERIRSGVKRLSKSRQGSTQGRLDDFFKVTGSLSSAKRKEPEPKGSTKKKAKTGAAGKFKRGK
#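 With each library titrated from low to high concentration, compounds met 10 nM FEN1 for 15 min at room temperature before 50 nM substrate was added; readings at 0 and 15 min fed four-parameter Hill curve fits.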
# TDP1 inh: TDP1 (human) enzyme inhibition; Q9NUW8; recombinant TDP1, AlphaScreen DNA substrate cleavage; Potency, µM (doses to about 130 µM), for inactives: at the highest dose activity change, negative = inhibition, hits mostly inhibitors; hit rate 0.28% among 350,000; also: nearly all actives have a fitted effect of over 40% in size
# Target sequence (Q9NUW8 whole entry, looked up): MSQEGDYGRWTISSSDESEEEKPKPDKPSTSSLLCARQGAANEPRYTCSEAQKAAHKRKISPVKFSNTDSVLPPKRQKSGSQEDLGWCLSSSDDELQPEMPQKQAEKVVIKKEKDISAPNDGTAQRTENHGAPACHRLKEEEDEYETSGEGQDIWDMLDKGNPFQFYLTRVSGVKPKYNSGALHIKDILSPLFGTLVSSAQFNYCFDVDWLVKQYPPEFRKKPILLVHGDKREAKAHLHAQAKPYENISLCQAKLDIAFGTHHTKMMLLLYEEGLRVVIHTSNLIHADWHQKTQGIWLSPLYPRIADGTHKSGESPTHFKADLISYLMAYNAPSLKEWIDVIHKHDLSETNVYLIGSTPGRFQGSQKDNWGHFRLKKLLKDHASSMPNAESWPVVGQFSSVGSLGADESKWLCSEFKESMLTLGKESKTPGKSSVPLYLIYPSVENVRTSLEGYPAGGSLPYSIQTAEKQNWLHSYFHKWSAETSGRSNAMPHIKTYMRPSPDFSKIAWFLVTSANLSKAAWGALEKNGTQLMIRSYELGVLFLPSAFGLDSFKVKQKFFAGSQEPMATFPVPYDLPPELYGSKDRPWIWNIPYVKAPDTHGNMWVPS
#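 AlphaScreen read-out: signal falls as enzyme removes the 3' tyrosine-FITC from a 5'-biotinylated DNA oligo (15 nM, 5 min, RT). Enzyme was E. coli-made recombinant Tdp1 at 1 nM, exposed to compound for 15 min beforehand; beads 10 ug/ml, 10 min.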
# * marks the source's active call; other numbers are inactive results; ? = inconclusive; . = no result given; & = joins results of further samples; [ ] = another dose, or the depositor's remark. Calls follow the shape of the dose curve; as a rule, active = well fitted curve in the direction sought with a large enough effect; inconclusive = small, poorly fitted or top-dose-only effect, or another doubt; inactive = no such curve, though single readings can be large; an effect the other way counts as inactive or inconclusive. Unless noted, % is scaled to controls: 0 for no effect and ±100 for the full control effect; potency is read from the fitted curve at half-maximal effect.
[1] CCN1CCN(c2cc(C)c3cc(NC(=O)CCC(=O)Nc4ccc(OC)cc4OC)ccc3n2)CC1
[2] CC(C)n1cc(/C=C/c2cc[n+](C)cc2)c2ccccc21
[3] Cc1cc(C)c(S(=O)(=O)N2CCOC2CNC(=O)C(=O)NCCCN2CCOCC2)c(C)c1 (stereo not given)
[4] CC1(C)Cc2ccccc2-c2nc3ccccc3c(=O)n21
[5] CCc1nnc(NC(=O)CCC(=O)N2CCN(Cc3ccc(OC)c(F)c3)CC2)s1
[6] COc1cc(NC(=O)CSc2ccc(-c3sc(-c4ccccc4)nc3C)nn2)cc(OC)c1
Compound	1	2	3	4	5	6
N370S GC mod	4%	-20%	-1%	11%	-12%	.
FEN1 inh	-5%	-18%	-10%	0%	-13%	11%
TDP1 inh	.	.	2%	4%	1%	5%

[7] COC1[C@@H](OC)C[C@H](C)[C@@H](OC)C2=CC(=O)C=C(NC(=O)/C(C)=C/C=C\[C@H](OC)[C@@H](OC(N)=O)/C(C)=C/[C@@H]1C)C2=O (stereo not given in full)
[8] CCn1c(SCc2ccc(F)cc2Cl)nnc1-c1nonc1NC(C)=O
[9] COc1ccc(S(=O)(=O)Nc2ccccc2C(=O)N2CCOCC2)cc1F
[10] COc1ccc(-c2nc(CSCC(=O)NCCC3=CCCCC3)c(C)o2)cc1OC
[11] CCC(C)(C)n1nnnc1CN(Cc1ccc(Cl)cc1)Cc1ccco1
[12] CCOc1cc2[nH]c(=O)n(CCC(=O)N3CCN(c4ccccc4)CC3)c(=O)c2cc1OCC
Compound	7	8	9	10	11	12
N370S GC mod	?	.	-5%	5%	7%	.
FEN1 inh	.	-5%	5%	-13%	-16%	-5%
TDP1 inh	2%	3%	4%	4%	-3%	4%

[13] O=C(COC(=O)/C=C/c1ccc(F)cc1)Nc1ccc2[nH]c(=O)[nH]c2c1
[14] COc1cc(C2C3=C(CC(C)(C)CC3=O)Nc3ccccc3N2C(C)=O)cc(OC)c1OC (stereo not given)
[15] O=C(CS(=O)(=O)c1cn(Cc2ccc(Cl)cc2)c2ccccc12)N1CCCCC1
[16] COc1ccc([C@H]2CC(=O)C=C(c3cccc(C(C)C)c3)C2)cc1
[17] Cc1cc(C(=O)N2CCN(c3ccc(C(F)(F)F)cn3)CC2)c(C)o1
[18] COc1ccc(OCC(O)Cn2c(N)nc3c2c(=O)[nH]c(=O)n3C)cc1 (stereo not given)
Compound	13	14	15	16	17	18
N370S GC mod	-13%	1%	3%	.	?	-3%
FEN1 inh	2%	12%	-11%	5%	-12%	8%
TDP1 inh	.	.	4%	-8%	3%	.

# Entries 13 through 15, reprinted for reference:
[13] O=C(COC(=O)/C=C/c1ccc(F)cc1)Nc1ccc2[nH]c(=O)[nH]c2c1
[14] COc1cc(C2C3=C(CC(C)(C)CC3=O)Nc3ccccc3N2C(C)=O)cc(OC)c1OC (stereo not given)
[15] O=C(CS(=O)(=O)c1cn(Cc2ccc(Cl)cc2)c2ccccc12)N1CCCCC1
Compound	13	14	15
N370S GC mod	-13%	1%	3%
FEN1 inh	2%	12%	-11%
TDP1 inh	.	.	4%

# Single records (already shown). Screens in order: N370S GC mod | FEN1 inh | TDP1 inh
# O=C(CS(=O)(=O)c1cn(Cc2ccc(Cl)cc2)c2ccccc12)N1CCCCC1 reads 3% | -11% | 4%
# Cc1cc(C(=O)N2CCN(c3ccc(C(F)(F)F)cn3)CC2)c(C)o1 reads ? | -12% | 3%

# (list continues)
[19] Cc1cc(Nc2ccc(Br)cc2F)n2nc(C)nc2n1
[20] CN(C)c1nc2n(c(=O)n1)CCS2
[21] Cc1ccc(Cn2c(=O)c3c(nc4n3CCCN4Cc3ccccc3)n(C)c2=O)cc1
[22] Cc1cccc(C)c1OCc1nnc(SCC(=O)NCc2ccccc2)o1
[23] CC(C)OCc1c(C(=O)Nc2nccs2)oc2ccccc12
[24] Cc1ccc(C)c(NC(=O)CCc2c(C)nn(-c3ccc(N4CCCCC4)nn3)c2C)c1
Compound	19	20	21	22	23	24
N370S GC mod	4%	0%	-5%[2.35 µM]	2%	-1%	-4%
FEN1 inh	9%	-2%	14%	2%	-2%	-14%
TDP1 inh	3%	0%	6%	-5%	2%	0%

# Overlap with the part before: three entries; new compounds follow.
[22] Cc1cccc(C)c1OCc1nnc(SCC(=O)NCc2ccccc2)o1
[23] CC(C)OCc1c(C(=O)Nc2nccs2)oc2ccccc12
[24] Cc1ccc(C)c(NC(=O)CCc2c(C)nn(-c3ccc(N4CCCCC4)nn3)c2C)c1
[25] COc1cc2ncnc(NCc3ccccc3F)c2cc1OC
[26] Cc1ccc(CN2CCN(c3cccc4[nH]ccc34)CC2)cc1
[27] O=C(NCC(=O)N1CCCC1)c1ccc(Cl)cc1
[28] CC(C)Sc1nc(N2CCOCC2)c2c3c(sc2n1)COC(C)(C)C3
[29] CN(C)CCCN(C(=O)c1ccc2c(c1)CCCC2)c1nc2ccc(F)cc2s1
[30] CN(C)c1ccc(/C=C2/SC(=O)N(CCN=C3NS(=O)(=O)c4ccccc43)C2=O)cc1
Compound	22	23	24	25	26	27	28	29	30
N370S GC mod	2%	-1%	-4%	-13%	-6%	-1%	-3%	-15%	2%
FEN1 inh	2%	-2%	-14%	-14%	-19%	17%	-10%	-5%	1%
TDP1 inh	-5%	2%	0%	.	.	3%	2%	7%	3%

[31] CC(C)c1ccc(NS(=O)(=O)c2cc(Br)cc3c2N(C(=O)C2CC2)CC3)cc1
[32] CC(C)CC(OC(=O)c1cccs1)C(=O)NCc1cccs1 (stereo not given)
[33] CCc1nn2c(NCCCO)cc(C)nc2c1-c1ccc(F)cc1
[34] Cc1ccc(C(=O)Nc2ccccc2Sc2ccccc2)cc1
[35] CCOC(=O)N1CCc2c(sc(NCc3sccc3C)c2C(=O)Nc2ccc(OC)cc2OC)C1
[36] O=C(NCc1ccccc1)/C(=C\c1ccccc1)NC(=O)c1ccco1
Compound	31	32	33	34	35	36
N370S GC mod	.	0%	-2%	14%	.	7%
FEN1 inh	9%	-16%	15%	2%	1%	-7%
TDP1 inh	3%	2%	.	.	11%	1%

[37] COc1cc(C)ccc1OCCSc1nc2ccc(NC(=O)c3ccc(F)cc3)cc2s1
[38] CC(=O)Nc1ccc(-c2nnc(SCC(=O)Nc3ccc4c(c3)oc3ccccc34)n2C)cc1
[39] O=C(O)c1ccc2c(c1)CCCN2
[40] COc1cccc(OCC(=O)Nc2cc(NC(=O)COc3cccc(OC)c3)cc(C(=O)O)c2)c1
[41] Cc1cc(C(F)F)n2ncc(C(=O)NCc3ccccc3F)c2n1
[42] NS(=O)(=O)c1ccc(NS(=O)(=O)c2ccc(NC(=O)C3CC3)cc2)cc1
Compound	37	38	39	40	41	42
N370S GC mod	.	20%	4%	-5%	?	2%
FEN1 inh	-13%	-2%	-3%	-4%	-3%	20%
TDP1 inh	3%	3%	-4%	.	0%	2%

[43] CC(C)OC(=O)c1cccc(C(=O)OCc2ccco2)n1
[44] Cc1ccc(N2CCN(C(=O)c3cnn(-c4ccc(C)c(C)c4)c3C3CCNCC3)CC2)c(C)c1
[45] CCCCNC(=O)CN1C(=O)C(CC)Oc2ccc(Cl)cc21 (stereo not given)
[46] CC1(C(=O)OCC(=O)Nc2ccc(C(N)=O)cc2)CC1(Cl)Cl (stereo not given)
[47] Cc1cc(C(=O)NC2CCCc3c2cnn3-c2ccc(C)c(C)c2)no1 (stereo not given)
[48] CC(/C=C/C=C/c1ccccc1)=N/NC(=O)c1ccc2c(c1)OCCO2
Compound	43	44	45	46	47	48
N370S GC mod	1%	.	-7%	1%	5%	-7%
FEN1 inh	-2%	-14%	1%	5%	-18%	10%
TDP1 inh	-6%	-3%	5%	-1%	2%	4%

[49] CCOc1ccccc1N1CC(C(=O)NCCOc2ccccc2OC)CC1=O (stereo not given)
[50] COCC(=O)N1CCCC(C(=O)c2ccc(Oc3ccccc3)cc2)C1 (stereo not given)
[51] CCN(CC)S(=O)(=O)c1ccc(C(=O)NCCN2C(=O)S/C(=C\c3cccnc3)C2=O)cc1
[52] CC(=O)Nc1cccc(C(=O)OCC(=O)Nc2nnc(-c3ccccc3)o2)c1
[53] COc1ccccc1-n1ccnc1SCC(=O)NCc1ccco1
[54] COc1ccc(-c2nn(-c3ccccc3)cc2/C=C\C(=O)N2CCOCC2)cc1[N+](=O)[O-]
Compound	49	50	51	52	53	54
N370S GC mod	-8%	5%	9%	-17%	-15%	0%
FEN1 inh	7%	2%	17%	-1%	-1%	-5%
TDP1 inh	3%	0%	1%	-9%[0.505 µM]	1%	0%

[55] CC(C)[N+](C)(C)CC(O)CN(c1ccccc1)c1ccccc1 (stereo not given)
[56] Cc1nc(N2CCN(C)CC2)c2c(C)c(C(=O)Nc3ccc(C)c(F)c3)sc2n1
[57] Nc1c2c(nc3sc4c(c13)CCCCC4)CCCCC2
[58] CCc1cccc(CC)c1NC(=O)CN1CCN(c2ccccc2)CC1
[59] COc1ccc(CCN2C(=NC(=O)C(C)C)SC3CS(=O)(=O)CC32)cc1 (stereo not given)
[60] Cc1ccc(-c2nnn(CC(=O)N(CC(=O)NCC3CCCO3)c3ccc(F)c(Cl)c3)n2)o1 (stereo not given)
Compound	55	56	57	58	59	60
N370S GC mod	0%	.	-1%	2%	4%	?
FEN1 inh	-7%	10%	2%	-15%	-12%	0%
TDP1 inh	3%	0%	-8%	-4%	.	1%

# 4 compounds out of the list above, sorted by their value in N370S GC mod, rising.
no. | compound | N370S GC mod | FEN1 inh | TDP1 inh
57 | Nc1c2c(nc3sc4c(c13)CCCCC4)CCCCC2 | -1% | 2% | -8%
55 | CC(C)[N+](C)(C)CC(O)CN(c1ccccc1)c1ccccc1 (stereo not given) | 0% | -7% | 3%
58 | CCc1cccc(CC)c1NC(=O)CN1CCN(c2ccccc2)CC1 | 2% | -15% | -4%
59 | COc1ccc(CCN2C(=NC(=O)C(C)C)SC3CS(=O)(=O)CC32)cc1 (stereo not given) | 4% | -12% | .

# Other results.
[61] COc1ccc(CN2CCNC(=O)C2CC(=O)N(C)Cc2ccncn2)c(OC)c1 (stereo not given)
[62] Cc1ccc(OCC(=O)N(C)CC(=O)NCc2ccco2)c(Br)c1
[63] O=C(c1ccc(Cl)c(S(=O)(=O)N2CCc3ccccc32)c1)N1CCN(c2ccccc2O)CC1
[64] CN(C)c1ccc(/C=C(\C#N)c2ccccc2)cc1
[65] O=C(COC(=O)C1CCN(S(=O)(=O)c2cccs2)CC1)c1cc2ccccc2o1
[66] C=CCn1c(SCC(C)=O)nnc1-c1ccc2ncccc2c1
Compound	61	62	63	64	65	66
N370S GC mod	13%	1%	.	16%	5%	15%
FEN1 inh	-1%	5%	-2%	5%	-3%	5%
TDP1 inh	0%	32µM*	-5%	3%	1%	.

[67] CC(C)C(=O)NC(=S)Nc1ccc(CN2CCOCC2)cc1
[68] Cc1ccc(-c2ocnc2C(=O)N2CCOCC2)cc1
[69] CC(C)c1ccc(NC(=O)c2cc3sc(Cl)cc3n2C)cc1
[70] C[C@H]([C@H](C)N1CC(=O)NC(=O)C1)N1CC(=O)NC(=O)C1
[71] O=C(Nc1ccc2c(c1)CCC2)c1c(F)cccc1Cl
[72] CCCCCCCCCCCCCC(=O)O
Compound	67	68	69	70	71	72
N370S GC mod	-4%	-13%	.	-5%&-11%	7%	3%
FEN1 inh	-17%	-9%	-9%	.	0%	?
TDP1 inh	-6%	.	1%	21%&10%	-2%	-1%&17%

[73] O=C(Nc1ccccc1)c1sc(N2CCOCC2)nc1-c1ccccc1
[74] CC(=O)Oc1cccc(N2C(=O)c3ccc(C(=O)O)cc3C2=O)c1
[75] COc1ccc(NC(=O)CN(C)C(=O)c2n[nH]c3ccccc23)cc1
[76] Cc1cccc(NC(=S)N(C)C2CCCCC2)c1
[77] O=C(Cn1cc(C(F)(F)F)ccc1=O)N/N=C/c1ccc(O)cc1
[78] COc1cc(C2C(C#N)=C(N)N(c3ccc(F)cc3)C3=C2S(=O)(=O)CC3)ccc1O (stereo not given)
[79] Cc1ccc2c(c1)C(=O)[C@]1(O)CCN(c3ccccc3)C1=N2
[80] N#CC1=C(N)SC(N)=C(C#N)C1c1ccnc2ccccc12
Compound	73	74	75	76	77	78	79	80
N370S GC mod	12%	7%	-3%	-2%	-3%	-19%	-5%&-3%	-4%
FEN1 inh	-1%	-6%	-12%	0%	-3%	-16%	.	-5%
TDP1 inh	-1%	-4%	-1%	0%	-1%	5%	2%&-1%	-2%
